Source: PubChem (National Center for Advancing Translational Sciences (NCATS))
RECQ1 inh = qHTS Assay for Inhibitors of RecQ-Like Dna Helicase 1 (RECQ1); ATP-dependent DNA helicase Q1 (Homo sapiens), P46063; RECQ1 DNA unwinding, red fluorescence kinetic read; Potency, µM (top dose mostly 57.3 µM), inactives show top-dose activity, negative = inhibition, hits mostly inhibitors; 240,000 compounds, 0.54% hits;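 further: plate controls were vehicle for no effect and no enzyme for full effect; nearly all actives have a fitted effect of over 30% in size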
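50 nM RECQ1T1 preincubated 15 min with compound in Tris pH 8.0 buffer with MgCl2, DTT, Tween-20 and 2.5 ug/ml poly(dI-dC); started with 200 nM TAMRA/BHQ-2 forked duplex and 2 mM ATP. Unwinding read as fluorescence (525/598 nm), two reads 2 h apart.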
TRb-SRC2 inh = qHTS for Inhibitors of the Interaction of Thyroid Hormone Receptor and Steroid Receptor Coregulator 2; Potency, µM (series often up to 106 µM), for the others: top-dose activity change, negative = inhibition, actives largely listed as inhibitors; AID 1469, 2008; TRbeta-SRC2 peptide binding, fluorescence polarization; receptor liganded with 1 µM T3; 280,000 compounds, 0.065% hits;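 further: plate controls were bound peptide for no effect and peptide without receptor for full effect; nearly all actives have a fitted effect of over 50% in size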
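Human TRb LBD (0.6 uM) plus Texas Red-labeled SRC2 peptide (20 nM), 1uM T3, 5% DMSO, 5 hr at ambient temperature. Decreased polarization (555/632 nm) flags inhibition; data normalized to free and bound peptide controls.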
JMJD2E inh = qHTS Assay for Inhibitors of Human Jumonji Domain Containing 2E (JMJD2E). 230,000 compounds, 1.6% hits. Lysine-specific demethylase 4E (Homo sapiens), B2RXH2. JMJD2E catalytic domain, FDH-coupled NADH fluorescence (FDH is formaldehyde dehydrogenase). Potency, µM (top dose mostly 57.1 µM), for the others: at the highest dose activity change, negative = inhibition, actives largely listed as inhibitors; active means well fitted inhibition curve with a large enough effect, not every such curve was filed as active; inconclusive means small, poorly fitted or top-dose-only effect, or another doubt; inactive means no such curve, though single readings can be large or run the other way;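 further: 0% = wells with enzyme and -100% = buffer wells without enzyme; nearly all actives have a fitted effect of over 50% in size; many of its hits are not listed in these tables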
TexasRed fluor = Total Fluorescence Counterscreen for Inhibitors of the Interaction of Thyroid Hormone Receptor and Steroid Receptor Coregulator 2 | TRb/SRC2 Texas Red total fluorescence interference | Potency, µM (titrated, usually from 106 µM), for inactives: at the highest dose fluorescence change, negative = quenching | 280,000 compounds, 0.29% hits | AID 1479, 2009; active means well fitted curve in either direction with a large enough effect; inconclusive means small, poorly fitted or top-dose-only effect
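Human TRβ ligand-binding domain (0.6 uM) and Texas Red SRC2 peptide (20 nM) in Tris buffer with 1 uM T3 and 5% DMSO were incubated with pinned compound for 5 hr at ambient temperature. Total fluorescence was computed as S + 2P (555/632 nm).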
Tau fibril ThT = qHTS for Inhibitors of Tau Fibril Formation, Thioflavin T Binding; 270,000 compounds, 2.1% hits; AID 1460, 2008; Microtubule-associated protein tau (Homo sapiens), P10636; Potency, µM (top dose mostly 57.4 µM), without a hit: top-dose activity, negative = inhibition, hits mostly inhibitors; recombinant tau K18 P301L (four-repeat tau fragment), heparin-induced fibrillization, ThT fluorescence; further: nearly all actives have a fitted effect of over 55% in size
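Tau K18 P301L fragment (15 uM unlabeled plus 0.24 uM Alexa 594-labeled) in 100 mM sodium acetate pH 7 with compound, fibrillization induced by 20 uM heparin for 6 hr at 37 C. Thioflavin T (30 uM) added, fluorescence read after 1 hr (ex 450, em 510 nm).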
Tau FP inhib = qHTS for Inhibitors of Tau Fibril Formation, Fluorescence Polarization. K18 P301L tau heparin fibrillization, Alexa594 FP, 6 h. Potency, µM (series often up to 57.7 µM), inactives show at the top dose activity, negative = inhibition, usual class: inhibitors. 280,000 compounds, 0.39% hits; further: nearly all actives have a fitted effect of over 55% in size
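Quantitative HTS format: compounds meet 15 uM recombinant K18 P301L tau and Alexa 594-tau tracer in 100 mM sodium acetate pH 7; 20 uM heparin triggers fibrillization at 37 C over 6 hr; FP gives the signal.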
RGS12 GoLoco inh = qHTS Assay for Inhibitors of RGS12 GoLoco Motif Activity (Red Fluorophore); Potency, µM (top dose mostly 61.6 µM), for inactives: top-dose activity, negative = inhibition, most hits filed as inhibitors; Gai1:RGS12 GoLoco peptide FP, rhodamine, 10 min; AID 880, 2007; 230,000 compounds, 0.44% hits; Guanine nucleotide-binding protein G(i) subunit alpha-1 (Homo sapiens), P63096; active means well fitted inhibition curve with a large enough effect, not every such curve was filed as active; inactive means no such curve, though single readings can be large or run the other way; further: nearly all actives have a fitted effect of over 30% in size; many of its hits are not listed in these tables
L3MBTL1 block = qHTS Assay for the Inhibitors of L3MBTL1; Lethal(3)malignant brain tumor-like protein 1 (Homo sapiens), Q9Y468; AlphaScreen L3MBTL1–H3K9me1 peptide binding; Potency, µM (doses to about 57.1 µM), for the others: at the top dose activity, negative = inhibition, actives largely listed as inhibitors; 230,000 compounds, 0.66% hits; further: nearly all actives have a fitted effect of over 60% in size
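First, the protein-peptide complex forms for 30 min at room temperature (L3MBTL1 50 nM, biotinylated H3K9me1 peptide 75 nM). Next, compounds are pin-transferred and incubated 30 min. Finally, AlphaScreen beads are added and read after 30 min.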
Active calls of the source: *; i = inactive; ? = inconclusive; . = not tested or not shown; & = joins results of further samples; [ ] = dose if it differs, or a comment. Unless noted, the call rests on the fitted dose curve; in most records, active means well fitted curve in the direction sought with a large enough effect; inconclusive means small, poorly fitted or top-dose-only effect, or another doubt; inactive means no such curve, though single readings can be large; an effect the other way counts as inactive or inconclusive. Unless noted, on the % scale 0 is the no-effect control and ±100 the full control effect; potency means the concentration at half of the fitted maximal effect. This is a subset; the hit share may differ from the screen's.

SMILES	RECQ1 inh	TRb-SRC2 inh	JMJD2E inh	TexasRed fluor	Tau fibril ThT	Tau FP inhib	RGS12 GoLoco inh	L3MBTL1 block
O=C(CS(=O)c1cccc(Cl)c1)Nc1ccccc1Cl (centres undefined)	-11%	-1%	-4%	0%	4%	1%	4%	0%
O=C(O)CSc1c(-c2ccccc2)[nH]c2ccccc12	5%	-7%	-2%	1%	-16%	-5%	0%	3%
Cc1cc(C(=O)CN2C(=O)c3ccccc3S2(=O)=O)c(C)n1-c1ccccc1	-6%	3%	-6%	2%	-12%	-3%	19%	.
O=C(COc1ccc(C(F)(F)F)cc1[N+](=O)[O-])Nc1cccc(C(F)(F)F)c1	-4%	4%	-1%	-3%	-8%	-12%	1%	8%
CCOC(=O)c1ccc(NS(=O)(=O)CC)cc1	i	0%	0%	3%	0%	0%	4%	.
O=C(CNS(=O)(=O)c1cccs1)N1CCN(c2ccccc2F)CC1	.	-5%	.	-1%	-9%	-4%	.	.
COc1ccc(NC(=O)N(Cc2ccc3c(c2)OCO3)C2CC(=O)N(c3ccc(OC)cc3)C2=O)cc1 (centres undefined)	-4%	-1%	-12%	-1%	-1%	-3%	-8%	.
CCOC(=O)c1sc(NC(=O)Cc2ccc(C)cc2)nc1C	i	3%	0%	-1%	-3%	-12%	-12%	2%
CCCSc1ccc2nc(-c3ccccc3)cn2c1	-4%	9%	?	9%	?	-11%	0%	6%
Cc1ccc(OCCSc2nnc(-c3cccs3)o2)cc1	.	2%	.	7%	?	?	.	.
CCC(CC)NC(=O)c1cc2c(C)nn(Cc3ccccc3Cl)c2s1	-11%	6%	-4%	2%	-8%	-4%	-3%	.
COc1ccc(S(=O)(=O)NCCc2sc(-c3ccccc3)nc2C)cc1OC	.	-3%	.	-2%	-1%	-5%	.	.
O=c1[nH]cnc2c1cnn2Cc1ccccc1	-7%	-16%	-1%	-1%	-5%	?	-8%	2%
O=C(CCn1nnc(-c2cccs2)n1)NC1CCCCC1	i	-12%	?	0%	-3%	3%	-17%	.
CC1CCN(S(=O)(=O)c2ccc(C(C)C)cc2)CC1	-1%	-2%	-5%	1%	4%	4%	4%	3%
CC1CCN(c2ccc([N+](=O)[O-])cc2C(=O)O)CC1	-3%	7%	-4%	0%	-10%	5%	16%	9%
O=C(CN1CCN(Cc2ccccc2Cl)CC1)N/N=C/C=C/c1ccco1	-4%	1%	-6%	1%	?	-5%	9%	-13%
COc1ccc(/C=C/C(=O)Oc2cccc(/C=N/NC(=O)c3cccc(F)c3)c2)cc1	-9%	28%	1%	-8%	?	?	13%	-3%
CCc1cccc(N2C(=O)N(CC(=O)NCc3cccc(OC)c3OC)c3ccccc3S2(=O)=O)c1	.	-1%	.	-3%	9%	0%	.	.
Cc1ccccc1OCC(=O)Nc1ccc(-c2nc3cc(Cl)cc(Cl)c3o2)cc1	.	-1%	.	-12%	?	3%	.	.
CCOc1cc(C2c3c(oc4ccccc4c3=O)C(=O)N2c2ccccn2)ccc1O (centres undefined)	.	-3%	.	1%	3%	-7%	.	.
CCc1cc2cc(C)cc(C)c2nc1SCC(=O)N1CCN(C(=O)c2ccco2)CC1	i	2%	1%	-4%	?	-9%	2%	-2%
O=C(CCN1CCc2ccccc2C1)Nc1cccc(F)c1	-5%	12%	3%	-1%	-3%	2%	3%	-7%
CCOC(=O)Cn1c(SC)nc2sc3c(c2c1=O)CC(C)(C)OC3	-2%	5%	-1%	-2%	-5%	2%	2%	6%
C(=N\n1cnnc1)/c1cccc(Oc2ccccc2)c1	i	1%	-1%	-5%	-13%	-2%	2%	.
FC(F)(F)c1cnc2c(c1)Nc1ccccc1S2	-4%	-3%	-3%	4%	?	12%	0%	8%
CCOC(=O)c1ccc(N/C=C/C(=O)c2ccccc2)cc1	-15%	6%	-6%	-1%	3%	2%[2.34 µM]	6%	-1%
COc1cc(C(=O)Nc2ccc(NC(=O)C(C)C)nc2)cc(OC)c1OC	14%	7%	-12%	1%	-6%	1%	1%	.
CC(C)(C)NCCCCOc1ccccc1F	13%	-3%	6%	-4%	-1%	-2%	-3%	.
O=C(Nc1ccc(N2CCOCC2)c(Cl)c1)c1ccccc1Cl	-8%	6%[53 µM]	15%	-1%[53 µM]	-10%	5%	5%	11%
O=C(CN1CCSCC1)N/N=C/c1ccc(F)cc1F	-14%	-21%	4%	-4%	-1%	2%	10%	.
CN(C)S(=O)(=O)N(CC(=O)Nc1ccc(Br)cc1F)c1ccccc1	.	5%	.	?	-1%	-4%	.	.
COCCNC(=O)C1CC(=O)N(CCc2ccccc2)C1 (centres undefined)	i	0%	4%	-2%	-3%	2%	10%	2%
Cc1ccc(-c2noc(CN(C(=O)COc3cc(C)cc(C)c3C)C(C)C)n2)cc1	.	0%	.	-3%	?	-5%	.	.
COc1cccc(/C=C/C(=O)c2ccc(C)c([N+](=O)[O-])c2)c1	1%	-1%	1%	2%	8%	2%	7%	-8%
CCc1ccc(NC(=O)c2cc(C)nn2-c2ccccc2)cc1	.	-4%	.	-1%	-6%	-4%	.	.
Cc1nnc(NC(=O)C2(c3ccccc3)CCOCC2)s1	i	-4%	-3%	-3%	1%	4%	1%	7%
CCC(CO)NCCNC(CC)CO (centres undefined)	-7%&-1%	-3%&6%	73%&2%[activator]	1%&-1%	-14%&-4%	-3%&-5%	17%&3%	0%
CCCOC(=O)Nc1cc(OC)c(Cl)cc1OC	-1%	1%	3%	-1%	3%	0%	3%	.
NC(=O)CSc1nnc(-c2cccc(S(=O)(=O)N3CCOCC3)c2)n1C1CCCCCC1	-5%	0%	6%	-1%	-12%	3%	8%	.
O=c1[nH]cnc2ccsc12	-2%	-8%	4%	0%	5%	4%	0%	9%
O=c1oc(/C=C/c2ccccc2)nc2ccccc12	14%	-3%	-5%	-5%	-17%	-2%[2.34 µM]	7%	-1%
COCCNC(=O)c1cc2n(n1)CCCN(Cc1ccc(C)cc1)C2=O	.	-3%	.	0%	-6%	4%	.	.
COc1ccc(Cn2c(=O)sc3ccccc3c2=O)cc1	-8%	-5%	0%	0%	-11%	-11%	5%	36%[activator]
Cc1ccc(NC(=O)Nc2c(Cl)cccc2Cl)cn1	i	2%	-4%	-1%	-4%	8%	4%	15%

Full records as entered above. Screens in order: RECQ1 inh | TRb-SRC2 inh | JMJD2E inh | TexasRed fluor | Tau fibril ThT | Tau FP inhib | RGS12 GoLoco inh | L3MBTL1 block
`CN(C)S(=O)(=O)N(CC(=O)Nc1ccc(Br)cc1F)c1ccccc1` as listed: . | 5% | . | ? | -1% | -4% | . | .
`COc1ccc(Cn2c(=O)sc3ccccc3c2=O)cc1` as listed: -8% | -5% | 0% | 0% | -11% | -11% | 5% | 36%[activator]

More records follow.
SMILES	RECQ1 inh	TRb-SRC2 inh	JMJD2E inh	TexasRed fluor	Tau fibril ThT	Tau FP inhib	RGS12 GoLoco inh	L3MBTL1 block
O=C(CSc1ccccc1)Nc1cccc(S(=O)(=O)N2CCCC2)c1	-9%	4%	-7%	0%	-6%	-6%	6%	?
CC(CCc1ccc(O)cc1)NCCc1ccc(O)c(O)c1 (centres undefined)	-19%&10%	9%&-4%	?	-17%&-5%	?	2%&3%	5%&10%	.
CC(=O)c1ccc(-c2nnc(CCC(=O)N(C)Cc3cccc4cnccc34)o2)s1	i	1%	-4%	-3%	-10%	-3%	5%	0%
COc1ccc(OC)c(S(=O)(=O)NCCc2cn3ccsc3n2)c1	-3%	9%	-11%	6%	1%	-5%	36%[activator]	46%[activator]
Cc1ccc2c(c1)N(CC(=O)NC1CCCCC1C)C(=O)CO2 (centres undefined)	-9%	2%	-2%	-1%	-19%	-2%	.	5%
Cc1ccc(S(=O)(=O)N2CCCOC2)cc1	-2%	0%	16%	1%	-4%	-4%	-5%	.
c1cc2[nH]snc2c2nc(C3CC3)nc12	17%	-14%	20µM*	-2%	?	-12%	6%	0%
COc1ccccc1N1CCN(c2ccc([N+](=O)[O-])nc2)CC1	-3%	-10%	-10%	-3%	?	6%	0%	.
C=CCNC(=S)Nc1nc2c(cc1C(=O)OCC)COC(C)(C)C2	-4%	-4%	?	-2%	-14%	0%	-2%	1%
O=C(COC(=O)C1=COCCO1)Nc1ncc(C(F)(F)F)cc1Cl	i	1%	0%	3%	-10%	1%	25%	-6%
C/C(=N\NC(=O)c1nn(C)c(C)c1Br)c1cccc(NC(=O)c2ccc(F)cc2)c1	-4%	-3%	14%	1%	9%	?	10%	2%
COC(=O)c1ccc(NC(=O)CN(c2cccc(C(F)(F)F)c2)S(C)(=O)=O)cc1	.	0%	.	3%	10%	?	.	.
CC(C)Cn1c(N)c(C(=O)COC(=O)c2c(F)cccc2F)c(=O)n(C)c1=O	-2%	2%	-21%	-2%	7%	-7%	3%	2%
Cc1oc2c(c1C(=O)Nc1cccc(C(=O)O)c1)CCCC2	i	0%	-2%	-1%	-18%	-2%	8%	.
O=c1c2c3c(sc2nc2sc(C4CC4)nn12)CCCC3	-2%	-2%	14%	4%	-20%	4%	9%	-1%
CC(C)Oc1ccc(CNC(=O)Cn2c(=O)oc3ccccc32)cc1	-1%	5%&1%	-4%	5%&0%	-5%&-11%	-4%&2%	5%	.
CCOc1ccc(NC(=O)c2cc3c(=O)n4cccc(C)c4nc3s2)cc1	.	2%	.	8%	?	-14%	.	.
COc1ccc(NS(=O)(=O)/C=C/c2ccccc2)cc1	i	-2%	5%	5%	-5%	6%	2%	7%
